TbPYK inhibitor: T. brucei pyruvate kinase inhibition; TbPYK enzyme, Kinase-Glo Plus ATP luminescence, 45 min; Q57TT1; 410,000 tested, 0.12% active; Potency, µM (top dose mostly 76.8 µM), for inactives: at the highest dose activity, negative = inhibition, actives largely listed as inhibitors; note: potency is the fitted concentration of half-maximal effect; nearly all actives have a fitted effect of over 50% in size
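ADP (130 uM final) triggers the TbPYK reaction after compound addition; incubation is 45 min at room temperature. Kinase-Glo Plus is then added and luminescence imaged. Normalized data are fitted to concentration-effect curves.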
AMA1-RON2 inh: disrupts binding of P. falciparum AMA1 to RON2; AlphaScreen AMA1-biotinylated RON2 peptide binding; Potency, µM (titrated, usually from 58.2 µM), inactives show at the top dose activity change, negative = inhibition, actives largely listed as inhibitors; 360,000 tested, 0.2% active; AID 720542;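 note: potency is the fitted concentration of half-maximal effect; 0% = vehicle wells and -100% = peptide control; nearly all actives have a fitted effect of over 45% in size; some results filed as inactive show a strong effect at the top dose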
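AMA1 (3D7) with his tag at 25 nM final met compounds first, then biotinylated RON2 peptide at 25 nM; detection used donor plus acceptor beads, 10 µg/mL apiece, read by AlphaScreen after 30 min at room temperature.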
HCMV inh: inhibitors of human cytomegalovirus; HFF cells, HCMV-luciferase reporter, 72 h; active compounds read low; 410,000 tested, 4.5% active; activity change, negative = inhibition, % at 57.5 µM; AID 1259415; in the data active = activity change below about -60%; inconclusive = no clear call, values can overlap the other calls; inactive = above about -39%
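HFF cells seeded 16 h at 37C, treated with compounds, infected with luciferase-reporter HCMV at MOI 1 PFU/cell; luciferase read at 72 h post infection, normalized to buffer-only and Salinomycin controls.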
HCV inhibitor: HCV inhibition | Huh7.5.1 HCVcc-Cre infection, luciferase reporter, 44 h | Potency, µM (top dose mostly 41.8 µM), inactives show at the highest dose activity change, negative = inhibition, hits mostly inhibitors | 340,000 tested, 3.4% active; note: potency is the fitted concentration of half-maximal effect
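Compounds are dispensed onto cells plated 4 h earlier at 1,000 per well, with HCVcc-Cre virus (about 0.5 moi) added next. Following 44 h of culture, luminescent signal is measured for 15 sec after 15 min with substrate at room temperature.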
AmpC inh detg: inhibitors of E. coli AmpC beta-lactamase with detergent. P00811. AmpC hydrolysis of nitrocefin, absorbance 480 nm, 0.01% Triton. Potency, µM (titrated, usually from 114 µM), for inactives: top-dose activity change, negative = inhibition, most hits filed as inhibitors. 370,000 tested, 0.041% active;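 note: potency is the fitted concentration of half-maximal effect; 0% = no-compound wells and -100% = no-enzyme wells; nearly all actives have a fitted effect of over 25% in size; some results filed as inactive show a strong effect at the top dose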
Target sequence (P00811 whole entry, looked up): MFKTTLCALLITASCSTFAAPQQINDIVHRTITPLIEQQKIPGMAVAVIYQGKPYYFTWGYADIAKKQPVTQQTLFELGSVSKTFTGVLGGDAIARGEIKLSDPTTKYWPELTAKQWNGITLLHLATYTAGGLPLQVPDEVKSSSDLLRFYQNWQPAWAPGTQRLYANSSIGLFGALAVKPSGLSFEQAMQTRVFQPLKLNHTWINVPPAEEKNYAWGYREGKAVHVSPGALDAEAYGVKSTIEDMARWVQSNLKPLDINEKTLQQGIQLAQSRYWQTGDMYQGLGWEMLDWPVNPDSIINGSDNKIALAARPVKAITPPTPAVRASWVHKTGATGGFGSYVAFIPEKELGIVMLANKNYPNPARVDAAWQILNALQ
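20 mM phosphate pH 7.0 + 0.01% (detergent screen) or 0.0001% Triton X-100; 5.3 nM AmpC reagent; cpd preinc 15 min RT; nitrocefin (800 uM stock) to start; A480 q20 s × 4 min; Activity was normalised to no-enzyme and no-compound control wells.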
LmPK inh: blocks Leishmania mexicana pyruvate kinase activity; Q27686; purified LmPK, Kinase-Glo ATP luminescence, 1 h; Potency, µM (highest dose often 57.5 µM), without a hit: at the highest dose activity change, negative = inhibition, hits mostly inhibitors; 290,000 tested, 0.37% active; note: potency is the fitted concentration of half-maximal effect
Target sequence (Q27686 whole entry, looked up): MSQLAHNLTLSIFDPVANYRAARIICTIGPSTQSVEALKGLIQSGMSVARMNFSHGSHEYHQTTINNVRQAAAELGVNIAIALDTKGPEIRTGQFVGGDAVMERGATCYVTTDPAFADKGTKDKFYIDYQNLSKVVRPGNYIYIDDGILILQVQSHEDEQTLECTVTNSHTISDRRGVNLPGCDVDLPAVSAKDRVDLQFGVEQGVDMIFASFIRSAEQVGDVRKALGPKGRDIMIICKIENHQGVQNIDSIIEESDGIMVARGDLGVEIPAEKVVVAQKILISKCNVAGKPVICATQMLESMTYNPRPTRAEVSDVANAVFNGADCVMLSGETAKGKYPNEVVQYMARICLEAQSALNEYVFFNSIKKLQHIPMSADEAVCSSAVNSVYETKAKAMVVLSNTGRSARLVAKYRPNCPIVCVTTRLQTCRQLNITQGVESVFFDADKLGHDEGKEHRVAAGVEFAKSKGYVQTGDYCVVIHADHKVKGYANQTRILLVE
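Purified LmPK (0.1 nM) converted ADP (0.1 mM) to ATP with PEP (0.5 mM) in imidazole buffer pH 7.2 with KCl and MgCl2, 1 h at room temperature. ATP was read by Kinase-Glo luminescence; data normalized to uninhibited and no-enzyme controls.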
AmpC inh no detg: blocks E. coli AmpC beta-lactamase in detergent-free assay; AmpC nitrocefin hydrolysis, absorbance 480 nm, 0.0001% Triton; Potency, µM (highest dose often 57.1 µM), without a hit: top-dose activity change, negative = inhibition, actives largely listed as inhibitors; 330,000 tested, 0.52% active;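 note: potency is the fitted concentration of half-maximal effect; plate controls were no compound for no effect and no enzyme for full effect; nearly all actives have a fitted effect of over 20% in size; some results filed as inactive show a strong effect at the top dose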
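20 mM phosphate pH 7.0 + 0.01% (detergent screen) or 0.0001% Triton X-100; 5.3 nM AmpC reagent; cpd preinc 15 min RT; nitrocefin (800 uM stock) to start; A480 q20 s × 4 min; Activity was normalised to no-enzyme and no-compound control wells.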
* = called active by the depositor; u = inconclusive; x = not tested or not shown; [ ] = dose if it differs, or a comment. Unless noted, calls come from the whole dose curve; as a rule, active = well fitted curve in the direction sought with a large enough effect; inconclusive = small, poorly fitted or top-dose-only effect, or another doubt; inactive = no such curve, though single readings can be large; an effect the other way counts as inactive or inconclusive. Unless noted, % is set by controls: 0 for no effect and ±100 for the full control effect. No enrichment for hits; about 7.5% have a hit in one of these screens.

#1 Cc1ccc([N+](=O)[O-])cc1S(=O)(=O)Nc1ccccn1
#2 CCn1c(C)c(C(C)=O)c(N2CCN(C(=O)c3ccco3)CC2)nc1=S
#3 COc1ccccc1NC(=O)c1cc([N+](=O)[O-])ccc1N1CCOCC1
#4 Cc1ccc(OCC(=O)N/N=C/c2cn(Cc3ccccc3)c3ccccc23)cc1
#5 COc1ccc(S(=O)(=O)Nc2ccccc2SC)cc1C
#6 COc1ccc(NC2CCCN(C(=O)c3c(C)noc3C)C2)cc1 (stereo not drawn)
#7 COc1ccc(-c2nn3c(-c4ccccc4C)nnc3c3ccccc23)cc1
#8 Cc1ccc(S(=O)(=O)N(C)c2ccc(OCC(=O)OCc3ccc(C#N)cc3)cc2)cc1
Compound	1	2	3	4	5	6	7	8
TbPYK inhibitor	-6%	4%	-5%	-1%	1%	1%	6%	0%
AMA1-RON2 inh	-1%	23%	-3%	59%[activator]	19%	10%	x	-5%
HCMV inh	x	-6	36	60	-24	32	-28	6
HCV inhibitor	9%	3%	-27%	1%	6%	31%[activator]	x	25%
AmpC inh detg	1%	u	7%	0%	2%	-4%	21%	x
LmPK inh	-1%	-11%	-8%	1%	0%	8%	x	x
AmpC inh no detg	-15%	-7%	0%	-55%	-16%	-7%	x	-27%

#9 CN1C(=O)N(CC(=O)Nc2ccc3c(c2)OCO3)C(=O)C12CCCCC2
#10 CC1CCCC(NC(=S)NC(=O)c2cncc(Br)c2)C1C (stereo not drawn)
#11 Cc1cc(C)c2c(C)c(C(=O)N3CCC(c4nc5ccccc5s4)CC3)oc2c1
#12 CCN1CCN(CCNC(=O)C2CCCN(Cc3nc(-c4cccc(Cl)c4)oc3C)C2)CC1 (stereo not drawn)
#13 Cc1ccc(S(=O)(=O)n2nc(C)cc2C)cc1
#14 O=C(C1CCC1)N1CCc2cc(S(=O)(=O)NCc3ccccn3)ccc21
#15 O=C(CCC1CCCCC1)NCCN1C2=NC[C@@H](Cc3ccccc3)N2C[C@H]1Cc1ccc(O)cc1
#16 N#Cc1c2n(c3c(=S)nc[nH]c13)CCCCC2
Compound	9	10	11	12	13	14	15	16
TbPYK inhibitor	6%	2%	-7%	-2%	7%	-7%	-1%	u
AMA1-RON2 inh	-4%	34%[activator]	x	-5%	-3%	35%[activator]	3%	-6%
HCMV inh	9	47	17	u	-31	u	-3	-75*
HCV inhibitor	x	3%	x	10µM*	5%	-6%	-8%	12%
AmpC inh detg	x	8%	24%	-16%	0%	-19%	9%	u
LmPK inh	x	0%	x	-5%	3%	3%	0%	22µM*
AmpC inh no detg	x	-27%	x	79%[activator]	-6%	-1%	52%	-10%

3 compounds already listed, arranged by molar mass, largest number first.
#15 O=C(CCC1CCCCC1)NCCN1C2=NC[C@@H](Cc3ccccc3)N2C[C@H]1Cc1ccc(O)cc1
#12 CCN1CCN(CCNC(=O)C2CCCN(Cc3nc(-c4cccc(Cl)c4)oc3C)C2)CC1 (stereo not drawn)
#11 Cc1cc(C)c2c(C)c(C(=O)N3CCC(c4nc5ccccc5s4)CC3)oc2c1
Compound	15	12	11
TbPYK inhibitor	-1%	-2%	-7%
AMA1-RON2 inh	3%	-5%	x
HCMV inh	-3	u	17
HCV inhibitor	-8%	10µM*	x
AmpC inh detg	9%	-16%	24%
LmPK inh	0%	-5%	x
AmpC inh no detg	52%	79%[activator]	x

A different layout for two compounds above.
nr | SMILES | TbPYK inhibitor | AMA1-RON2 inh | HCMV inh | HCV inhibitor | AmpC inh detg | LmPK inh | AmpC inh no detg
15 | O=C(CCC1CCCCC1)NCCN1C2=NC[C@@H](Cc3ccccc3)N2C[C@H]1Cc1ccc(O)cc1 | -1% | 3% | -3 | -8% | 9% | 0% | 52%
10 | CC1CCCC(NC(=S)NC(=O)c2cncc(Br)c2)C1C (stereo not drawn) | 2% | 34%[activator] | 47 | 3% | 8% | 0% | -27%

The list continues.
#17 COc1ccc(S(=O)(=O)Nc2ccc(C(F)(F)F)cc2)cc1OC
#18 Cc1ccnc2nc(C(=O)Nc3nccs3)nn12
#19 CC1CCCCC12NC(=O)N(CC(=O)Nc1ccccc1-c1ccccc1)C2=O (stereo not drawn)
#20 CCOC(=O)C(NC(C)=O)(N1CCc2ccccc2C1)C(F)(F)F (stereo not drawn)
#21 COC(=O)C1=C(C)NC(C)=C(C(=O)OC)C1c1ccccc1OCc1c(C)no[n+]1[O-]
#22 O=C(NC1CCCC1)C(c1cccnc1)N(C(=O)c1csnn1)C1CCCC1 (stereo not drawn)
#23 Cc1ccc(Oc2ccccc2/C=N/O)cc1
#24 COc1cccc(NC(=O)CSc2nnc(NC(=O)NC3CCCCC3)s2)c1
Compound	17	18	19	20	21	22	23	24
TbPYK inhibitor	-1%	-13%	-5%	8%	0%	-1%	u	3%
AMA1-RON2 inh	2%	5%	13%	-4%	3%	10%	-9%	x
HCMV inh	-17	10	28	24	-23	-3	-21	164
HCV inhibitor	7%	1%	-2%	4%	10%	2%	-22%	x
AmpC inh detg	1%	-4%	u	-5%	-3%	0%	1%	-2%
LmPK inh	3%	-8%	1%	-1%	6%	0%	2%	x
AmpC inh no detg	3%	-10%	19%[2.29 µM]	7%	28%	-15%	-26%	x

#25 CC(C)(C)C(=O)N1CCC[C@@]1(CO)C(=O)O
#26 COC(=O)[C@@H](Cc1c[nH]c2ccccc12)NC(=O)c1cc(=O)[nH]c2ccccc12
#27 CC1CCCCN1C(=O)COC(=O)c1cc(-c2cccs2)nn1-c1ccccc1 (stereo not drawn)
#28 COc1ccc(C(=O)NNC2=C(C(=O)C(F)(F)F)CCC2)cc1
#29 CC1CC(C)CN(C(=O)c2cccc(S(=O)(=O)N3c4ccccc4CC3C)c2)C1 (stereo not drawn)
#30 CSCCC(NC(=O)c1cccc(C)c1)C(=O)NNC(=O)c1cccs1 (stereo not drawn)
#31 Cc1cccn2c(=O)c3cc(C(=O)NCCN4CCOCC4)c(=N)n(CCN4CCOCC4)c3nc12
#32 O=C(Cc1cccc2ccccc12)N/N=C/c1ccc(OC(=O)/C=C/c2ccco2)cc1
Compound	25	26	27	28	29	30	31	32
TbPYK inhibitor	-2%	3%	1%	1%	-7%	-3%	-6%	-5%
AMA1-RON2 inh	-4%	-1%	-12%	86%[activator]	21%	76%[activator]	34%[activator]	30%[activator]
HCMV inh	-12	27	-17	-9	-26	0	12	u
HCV inhibitor	5%	-7%	1%	-28%	u	14%	-11%	u
AmpC inh detg	-11%	-10%	1%	7%	-19%	x	4%	u
LmPK inh	3%	-16%	x	13%	x	x	-4%	7%
AmpC inh no detg	-22%	0%	41%	-24%	104%[activator]	-23%	7%	35µM*

#33 O=C1NC(=O)C2(Cc3ccccc3N3CCCC32)C(=O)N1c1ccccc1 (stereo not drawn)
#34 CCOC(=O)c1c(NC(=O)COC(=O)c2ccncc2)sc(C)c1C
#35 Cc1ccc(Nc2ccc([N+](=O)[O-])cn2)cc1Cl
#36 Cc1ccc(CC(=O)NCc2ccc(Cl)cc2)cc1
#37 CC(C)(C)NC(=O)Nc1ccc(Br)cc1
#38 CCOC(=O)C(=O)c1c(-c2ccc(C)cc2)nc2ccccn12
#39 Cc1ccc(NC(=O)C(Cc2ccccc2)n2cccc2)c(C)c1 (stereo not drawn)
#40 CCSc1ccc2cc(OC)ccc2[n+]1CC
Compound	33	34	35	36	37	38	39	40
TbPYK inhibitor	-3%	2%	-4%	-22%	8%	-3%	4%	-8%
AMA1-RON2 inh	7%	-3%	-8%	2%	13%	-6%	x	0%
HCMV inh	75	u	-17	-14	u	-17	-12	u
HCV inhibitor	25%	u	u	0%	u	-14%	x	-13%
AmpC inh detg	u	2%	-1%	5%	0%	4%	-2%	3%
LmPK inh	3%	-1%	1%	-1%	0%	2%	x	2%
AmpC inh no detg	-3%	-19%	-37%	-8%	-21%	-7%	x	-9%

Entries of single compounds as entered above. Values in the order: TbPYK inhibitor	AMA1-RON2 inh	HCMV inh	HCV inhibitor	AmpC inh detg	LmPK inh	AmpC inh no detg
`Cc1ccc(NC(=O)C(Cc2ccccc2)n2cccc2)c(C)c1` (stereo not drawn) in the list: 4%	x	-12	x	-2%	x	x
`CC(C)(C)NC(=O)Nc1ccc(Br)cc1` in the list: 8%	13%	u	u	0%	0%	-21%

Later entries.
#41 CCOc1ccc2c(c1)c(=O)c(C(=O)c1ccc(CC)cc1)cn2CC(=O)Nc1ccccc1OC
#42 CC1CCN(C(=O)/C(=C\c2ccco2)NC(=O)c2ccccc2)CC1
#43 O=C(c1ccc([N+](=O)[O-])cc1)N1CCC(Cc2ccccc2)CC1
#44 COCc1cc(C)nc(SCC[N+](C)(C)CC(=O)c2ccc(Br)cc2)c1C#N
#45 Cc1c(Cl)cccc1NC(=S)NCCC(c1ccccc1)c1ccccc1
#46 CC(=O)c1ccc(NC(=O)c2ccc(-c3nc(COc4ccc(C)cc4)c(C)o3)cc2)cc1
#47 O=[N+]([O-])c1cccc(S(=O)(=O)NCc2ccccn2)c1
#48 COc1ccc(-n2nnnc2SCC(=O)N2CCN(C(=O)c3ccco3)CC2)cc1OC
Compound	41	42	43	44	45	46	47	48
TbPYK inhibitor	-1%	-2%	3%	-8%	-1%	-5%	0%	-4%
AMA1-RON2 inh	x	-10%	2%	16%	70%[activator]	x	52%[activator]	7%
HCMV inh	19	-7	-6	-1	-14	-7	-22	-27
HCV inhibitor	x	7%	21%	32µM*	-18%	x	7%	-6%
AmpC inh detg	-7%	3%	-6%	11%	u	2%	-17%	-8%
LmPK inh	x	2%	3%	-9%	3%	x	-2%	0%
AmpC inh no detg	x	-8%	36%	62%[activator]	-30%	x	-2%	22%

#49 O=C(NC1CCCCCC1)C1CCN(S(=O)(=O)c2c(Cl)cccc2Cl)CC1
#50 Cc1ccc(S(=O)(=O)c2c(C)cc(C)nc2N2CCOCC2)cc1
#51 CC(C)(C)N1CC(c2nc3ccccc3n2Cc2ccc(F)cc2)CC1=O (stereo not drawn)
#52 Cc1noc(NS(=O)(=O)c2ccc(NC(=O)c3cc(F)c(F)c(F)c3F)cc2)c1C
#53 O=c1oc2cc(OCc3ccc(F)cc3F)ccc2cc1-c1ccccn1
#54 Cc1cccc2nc(CSc3nnc(N)s3)cn12
Compound	49	50	51	52	53	54
TbPYK inhibitor	0%	4%	-12%	-14%	3%	-4%
AMA1-RON2 inh	4%	-16%	-16%	-5%	-4%	-7%
HCMV inh	1	28	-39	-27	10	212
HCV inhibitor	-22%	u	23%	32%[activator]	5%	6%
AmpC inh detg	4%	u	0%	0%	u	-2%
LmPK inh	x	0%	5%	x	5%	3%
AmpC inh no detg	-25%	8%	70%[activator]	-12%	-6%	-19%

Compound activity: PubChem, National Center for Advancing Translational Sciences (NCATS)
